# Assay outcomes as filed in PubChem BioAssay.
# BCLXL inh: inhibitors of human Bcl-xL. 320,000 compounds, 0.7% hits. GST-Bcl-xL / FITC-Bim BH3 peptide fluorescence polarization. inhibition, % at 10.9 µM. Q07817;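 active = inhibition above the mean of all tested compounds plus 3 SD, cutoff set per campaign, cut at about 30% in these data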;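 note: 0% = DMSO wells and 100% = unlabeled Bim-BH3 peptide competitor; inhibitors lower millipolarization by displacing the labeled peptide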
# Target sequence (Q07817 whole entry, looked up): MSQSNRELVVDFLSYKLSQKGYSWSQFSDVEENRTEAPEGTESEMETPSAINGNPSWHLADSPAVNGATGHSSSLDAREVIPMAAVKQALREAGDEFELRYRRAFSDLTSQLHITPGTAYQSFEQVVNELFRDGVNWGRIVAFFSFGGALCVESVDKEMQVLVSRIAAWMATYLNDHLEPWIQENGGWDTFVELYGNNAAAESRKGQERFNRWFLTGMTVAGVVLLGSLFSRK
# PME-1 inh: PME-1 (human) inhibition; AID 2130; 320,000 compounds, 0.53% hits; Q9Y570; recombinant PME-1, FP-Rh probe fluorescence polarization; inhibition, % at 5.9 µM;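 active = inhibition above the campaign mean of all compounds plus 3 SD, cut at about 26% in these data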;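 note: competitive labeling of PME-1 active site by serine hydrolase directed probe; 0% = PME-1 with DMSO and 100% = wells lacking PME-1 enzyme; inhibitors block probe labeling so polarization falls and inhibition rises; many of its hits are not listed in these tables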
# Target sequence (Q9Y570 whole entry, looked up): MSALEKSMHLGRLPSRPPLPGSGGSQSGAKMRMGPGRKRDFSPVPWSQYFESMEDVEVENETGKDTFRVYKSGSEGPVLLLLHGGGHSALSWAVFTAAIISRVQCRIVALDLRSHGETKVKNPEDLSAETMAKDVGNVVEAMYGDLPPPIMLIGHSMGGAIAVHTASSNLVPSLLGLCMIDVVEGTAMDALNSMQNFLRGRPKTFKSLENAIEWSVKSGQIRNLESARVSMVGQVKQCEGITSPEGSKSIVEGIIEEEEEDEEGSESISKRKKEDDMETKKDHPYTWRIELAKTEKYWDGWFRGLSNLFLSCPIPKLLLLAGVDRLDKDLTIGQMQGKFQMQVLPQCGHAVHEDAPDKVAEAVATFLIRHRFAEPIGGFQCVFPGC
# MCL1 BIM primary: inhibitors of human MCL1 binding to BIM-BH3 peptide. Q07820. GST-MCL1 / FITC-Bim-BH3 fluorescence polarization. inhibition, % at 10.9 µM. 320,000 compounds, 0.68% hits. AID 2057;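 active = inhibition above the mean inhibition of all tested compounds plus 3 SD, set per campaign, cut at about 40% in these data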;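 note: 0% = DMSO wells and 100% = unlabeled Bim-BH3 peptide control; higher means more loss of mP so more displacement of Bim peptide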
# PAFAH1B2 inh: inhibitors of human PAFAH1B2 | P68402 | recombinant PAFAH1B2, FP-rhodamine activity probe, fluorescence polarization | inhibition, % at 3.39 µM | 340,000 compounds, 1.2% hits | AID 492953;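 active = inhibition above the mean of all tested compounds plus 3 SD, cut at about 24% in these data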;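 note: 0% = enzyme with DMSO and 100% = wells lacking PAFAH1B2; many of its hits are not listed in these tables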
# pPAFAH FP inh: pPAFAH (human) enzyme inhibition; inhibition, % at 3.39 µM; Q13093; recombinant pPAFAH, FP-rhodamine probe fluorescence polarization; 330,000 compounds, 1.5% hits;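 active = inhibition above the mean inhibition across the screen plus 3 SD, cut at about 25% in these data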;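 note: inhibitors block binding of the rhodamine activity-based probe so polarization drops; 0% = enzyme with DMSO and 100% = wells lacking pPAFAH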
# MEX-5 binding: C. elegans MEX-5 TCR-2 RNA binding activity; MEX-5/FITC-TCR2 RNA binding, fluorescence polarization; stronger effect = lower value; 300,000 compounds, 0.38% hits; AID 1832; activity score (negative = inhibition of binding), % at 10 µM;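 active = inhibition past about -25% in most replicates, and total fluorescence under double the plate's negative control median, limit read from the data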;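 note: 0% = DMSO and -100% = 5 µM competing unlabeled TCR2 RNA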
# AHR act: activators of human aryl hydrocarbon receptor | P35869 | AHR-responsive luciferase reporter cells, luminescence | activation, % at 5 µM | 320,000 compounds, 2.5% hits | AID 2796; in the data active = activation above about 47%;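 note: 0% = vehicle wells and 100% = reference agonist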
# Fam108B counter: Fam108B inhibition, counter-screen for RBBP9 inhibitors. recombinant Fam108B, FP-Rh probe fluorescence polarization. inhibition, % at 9.51 µM. 300,000 compounds, 0.33% hits;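 active = inhibition above the screen mean inhibition plus 3 SD, computed separately per campaign, cut at about 18% in these data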;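 note: inhibitors lower polarization as less probe binds the enzyme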
# GLD-1 TGE inh: GLD-1-TGE RNA interaction inhibition (C. elegans) | AID 2280 | 320,000 compounds, 0.44% hits | inhibition, % at 5.96 µM | Q17339 | purified GLD-1 + fluorescein TGE RNA, fluorescence polarization;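 active = percent inhibition above a per-plate cutoff, the plate mean of test compounds plus 3 SD, cut at about 30% in these data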;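 note: 0% = DMSO wells with GLD-1 and probe and 100% = wells lacking GLD-1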
# Target sequence (Q17339 whole entry, looked up): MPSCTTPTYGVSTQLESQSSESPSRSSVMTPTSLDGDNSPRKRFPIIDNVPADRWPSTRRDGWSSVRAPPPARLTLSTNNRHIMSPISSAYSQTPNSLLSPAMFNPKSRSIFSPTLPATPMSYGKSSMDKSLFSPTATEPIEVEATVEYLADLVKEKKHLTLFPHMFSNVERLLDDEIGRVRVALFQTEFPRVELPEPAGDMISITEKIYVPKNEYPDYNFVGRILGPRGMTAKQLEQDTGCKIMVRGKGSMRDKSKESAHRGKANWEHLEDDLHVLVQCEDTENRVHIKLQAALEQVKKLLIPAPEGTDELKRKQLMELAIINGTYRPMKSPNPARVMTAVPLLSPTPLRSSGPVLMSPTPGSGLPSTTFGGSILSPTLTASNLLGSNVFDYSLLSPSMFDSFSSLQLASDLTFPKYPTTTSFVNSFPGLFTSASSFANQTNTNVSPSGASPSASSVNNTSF
# The depositor's hits bear a star; . = no result given. Only part of the results is shown; rates above refer to the full screens.
SMILES,BCLXL inh,PME-1 inh,MCL1 BIM primary,PAFAH1B2 inh,pPAFAH FP inh,MEX-5 binding,AHR act,Fam108B counter,GLD-1 TGE inh
Cc1cc(Cl)c2c(c1)[C@]1(C(=O)N2)[C@@H]2C(=O)N(Cc3ccccc3)C(=O)[C@@H]2[C@@H]2CCCN21,6,2,2,-3,12,0.7,8,2,-5
O=C(NCCc1ccncc1)Nc1cccc(Cl)c1,-1,1,-8,5,-1,-2.5,90*,3,6
CC(=O)Nc1ccc(NC(=O)c2ccc(Cl)nc2)cc1,1,-2,-5,0,7,-3.5,-6,-3,6
NNC(=O)[C@H](Cc1ccccc1)NC(=O)Nc1ccc2c(c1)OCCO2,5,-5,2,4,5,-1.5,4,2,3
Cc1cc(Cl)cc(Br)c1OCCCCn1cncn1,5,-2,1,0,5,0.3,35,3,2
COc1cc(S(=O)(=O)N2CCOCC2)ccc1NC(=O)c1cc2c(s1)CCC2,2,4,0,1,3,0.4,5,5,-1
CCCCC(=O)N(c1ccc(OC)cc1)C1C=CS(=O)(=O)C1 (configuration not stated),9,-2,6,4,0,2.7,2,3,4
N#CC(=C1CCCC1)c1nc(-c2ccccc2O)cs1,-6,-2,-1,3,1,0.0,17,8,-5
CCOc1ccc(C(=O)NC(=S)Nc2ccc(N3CCCCC3)cc2)cc1[N+](=O)[O-],4,9,5,0,9,0.2,6,16,-1
Cc1[nH]c(=O)[nH]c(=O)c1S(=O)(=O)N1CCOCC1,6,-2,6,3,0,1.2,2,-4,0
CC1CCCC(NC(=O)CSc2nccn2C)C1C (configuration not stated),-17,0,-21,1,0,0.0,-2,-3,-7
CCOC(=O)CSc1nnc(CNC(=O)c2cccs2)n1CCc1ccccc1,-2,-1,-4,6,-2,-5.2,-3,-1,-5
COC(=O)Nc1ccc(C)c(NC(=O)OC)c1,7,-2,5,5,0,0.7,9,-4,3
O=C(NC12CC3CC(CC(C3)C1)C2)N1CCN(c2ccccn2)CC1,0,-4,8,0,1,2.3,0,-3,0
CC1CN(c2nc3ccccc3nc2C(C#N)C(=O)NCc2ccc3c(c2)OCO3)CC(C)O1 (configuration not stated),-1,2,0,1,1,-20,1,-2,1
COc1ccccc1NC(=O)CSc1nnc(CC(=O)Nc2ccccc2C)n1C,0,1,1,7,7,-2.0,3,-2,-8
Cc1cccc(NC(=O)CCN2C(=O)C3C4C=CC(C4)C3C2=O)n1 (configuration not stated),3,-5,3,-2,-11,2.3,12,-7,-3
CCc1c(C)nc2c(OC)cccc2c1Cl,8,4,1,2,6,-0.6,2,-3,0
CC(NC(=O)c1ccc(Br)cc1)C(=O)NC1=NCCS1 (configuration not stated),-2,-2,-2,2,11,0.6,2,0,4
CCOC(=O)Cn1c(C)c(Br)c(=O)c2cccc(C)c21,1,5,1,-2,-4,-0.2,2,3,6
COc1ccc(CN2CCNC(=O)C2CC(=O)N(C)Cc2nccs2)cc1OC (configuration not stated),8,2,12,8,2,-0.5,-2,0,6
CCOc1ccccc1N(CC(=O)NC1CCCC1)C(=O)CCC(=O)Nc1cc(C)on1,-1,3,-1,1,0,0.6,4,-4,-1
CCOC(=O)c1c(NC(=O)Nc2ccc(Cl)cc2)sc(C)c1C,0,-2,-4,0,2,1.5,8,3,3
O=[N+]([O-])c1ccn(-c2nc(-c3cccs3)cc(C(F)(F)F)n2)n1,2,-5,2,3,0,-1.2,-1,-2,7
O=C(NCc1ccco1)c1ccc(CS(=O)(=O)c2cccc(C(F)(F)F)c2)o1,4,1,2,4,2,-0.9,0,2,1
O=[N+]([O-])c1ccc(Nc2nc(N3CCOCC3)nc(N3CCOCC3)n2)cc1,2,-6,1,8,-6,-0.4,2,1,-2
CCN(CC)C(=O)CC(c1ccc(N(C)C)cc1)c1c(OC)cc(OC)c2c(-c3ccccc3)cc(=O)oc12 (configuration not stated),1,4,9,-1,18,4.0,16,5,1
COc1ccc(C(=O)Nn2c(SCc3ccc([N+](=O)[O-])cc3)nc3ccccc3c2=O)cc1,5,-46,0,-12,-10,0.2,-1,-24,0
CCC(C(=O)NC1CCCC1)N(C(=O)Cn1nnc(-c2ccc(C)o2)n1)C(C)(C)C (configuration not stated),2,0,4,1,0,3.5,-1,3,0
CCCC1=C(C(=O)OCC)C(c2sccc2C)n2ncnc2N1 (configuration not stated),4,-1,-2,9,-3,-1.3,1,0,21

# 14 entries out of the list, sorted by SMILES length, ascending.
SMILES,BCLXL inh,PME-1 inh,MCL1 BIM primary,PAFAH1B2 inh,pPAFAH FP inh,MEX-5 binding,AHR act,Fam108B counter,GLD-1 TGE inh
Cc1cc(Cl)cc(Br)c1OCCCCn1cncn1,5,-2,1,0,5,0.3,35,3,2
CC(=O)Nc1ccc(NC(=O)c2ccc(Cl)nc2)cc1,1,-2,-5,0,7,-3.5,-6,-3,6
CC(NC(=O)c1ccc(Br)cc1)C(=O)NC1=NCCS1 (configuration not stated),-2,-2,-2,2,11,0.6,2,0,4
CCOC(=O)Cn1c(C)c(Br)c(=O)c2cccc(C)c21,1,5,1,-2,-4,-0.2,2,3,6
Cc1[nH]c(=O)[nH]c(=O)c1S(=O)(=O)N1CCOCC1,6,-2,6,3,0,1.2,2,-4,0
CCOC(=O)CSc1nnc(CNC(=O)c2cccs2)n1CCc1ccccc1,-2,-1,-4,6,-2,-5.2,-3,-1,-5
Cc1cccc(NC(=O)CCN2C(=O)C3C4C=CC(C4)C3C2=O)n1 (configuration not stated),3,-5,3,-2,-11,2.3,12,-7,-3
NNC(=O)[C@H](Cc1ccccc1)NC(=O)Nc1ccc2c(c1)OCCO2,5,-5,2,4,5,-1.5,4,2,3
O=[N+]([O-])c1ccn(-c2nc(-c3cccs3)cc(C(F)(F)F)n2)n1,2,-5,2,3,0,-1.2,-1,-2,7
CCOc1ccccc1N(CC(=O)NC1CCCC1)C(=O)CCC(=O)Nc1cc(C)on1,-1,3,-1,1,0,0.6,4,-4,-1
CCC(C(=O)NC1CCCC1)N(C(=O)Cn1nnc(-c2ccc(C)o2)n1)C(C)(C)C (configuration not stated),2,0,4,1,0,3.5,-1,3,0
CC1CN(c2nc3ccccc3nc2C(C#N)C(=O)NCc2ccc3c(c2)OCO3)CC(C)O1 (configuration not stated),-1,2,0,1,1,-20,1,-2,1
CCN(CC)C(=O)CC(c1ccc(N(C)C)cc1)c1c(OC)cc(OC)c2c(-c3ccccc3)cc(=O)oc12 (configuration not stated),1,4,9,-1,18,4.0,16,5,1
Cc1cc(Cl)c2c(c1)[C@]1(C(=O)N2)[C@@H]2C(=O)N(Cc3ccccc3)C(=O)[C@@H]2[C@@H]2CCCN21,6,2,2,-3,12,0.7,8,2,-5

# AHR act: hit marks shown above
mol	BCLXL inh	PME-1 inh	MCL1 BIM primary	PAFAH1B2 inh	pPAFAH FP inh	MEX-5 binding	AHR act	GLD-1 TGE inh
O=C(NCCc1ccncc1)Nc1cccc(Cl)c1	-1	1	-8	5	-1	-2.5	90*	6

# Further results follow.
SMILES,BCLXL inh,PME-1 inh,MCL1 BIM primary,PAFAH1B2 inh,pPAFAH FP inh,MEX-5 binding,AHR act,Fam108B counter,GLD-1 TGE inh
O=C(Nc1ccc(S(=O)(=O)NCc2ccco2)cc1)c1ccc(F)cc1,-7,5,-5,1,-2,0.4,-2,0,0
CC1(C)NC(=O)N(CC(=O)OCc2cc(=O)n3cc(Br)ccc3n2)C1=O,0,5,-4,1,5,-1.6,2,2,-2
CC1CC(=O)NN=C1c1ccc(NCCO)c([N+](=O)[O-])c1 (configuration not stated),4,4,3,0,-3,-0.6,-1,3,1
O=C(c1cccc(S(=O)(=O)N2CCCCC2)c1)N(CCc1ccccc1)Cc1ccccc1,0,8,-3,4,3,0.0,4,-1,7
O=S(=O)(c1cccc(NC(=S)N2CCN(c3cccc(Cl)c3)CC2)c1)C(F)F,3,-8,9,1,6,0.3,1,-6,8
O=C(COC(=O)C1CC(O)CN1S(=O)(=O)c1ccc(Cl)cc1)c1ccccc1Cl (configuration not stated),-1,2,-9,1,2,-0.3,2,-2,-5
C/C(=N\N(c1ccccc1)c1ccccc1)c1ccco1,-2,2,2,5,10,0.4,0,0,4
CCCCC(=O)Nc1ccccc1N1CCN(c2ccc(F)cc2)CC1,7,4,11,4,2,2.7,-5,2,1
CCOC(=O)C(=O)Nc1nccs1,7,-2,7,0,-1,-1.8,0,4,1
O=C(Nc1nc(SCc2ccc(F)cc2)ns1)c1ccco1,-5,-4,0,20,-7,-0.4,1,-5,8
CN(C)C(CNC(=O)c1ccc2ccccc2n1)c1ccccc1 (configuration not stated),-6,-3,1,2,0,-1.0,24,-4,-11
CC(=O)N1CCN(S(=O)(=O)c2cccc(C(=O)OCc3cccc(F)c3)c2)CC1,-5,1,-4,9,11,.,1,.,0
CCc1ccc(S(=O)(=O)NCc2cccs2)cc1,7,2,8,6,3,1.8,0,0,0
CCn1c(CCC(=O)Nc2nc3c(s2)CCCC3)nc2cc(S(=O)(=O)N(C)C)ccc21,9,9,3,2,7,-1.5,0,-1,2
CCCCC1=CC2=CC(=O)C(C)(OC(=O)CC)C(=O)C2=CN1CCOC (configuration not stated),12,2,12,-4,3,-2.0,2,0,9
Cc1cccc(C(=O)OCC(=O)c2c(N)n(CC(C)C)c(=O)n(C)c2=O)c1O,1,-6,-9,3,0,-2.2,0,-3,9
O=C(COc1ccc(Cl)cc1)Nc1c(-c2cccs2)nc2ccccn12,-5,4,-18,5,4,2.5,18,-3,-4
CC(=O)N1C(=O)C2(C(C#N)=C(N)Oc3n[nH]c(-c4ccccn4)c32)c2ccccc21 (configuration not stated),1,0,2,-2,3,-0.8,5,-5,5
Cc1sc(-c2ccccn2)nc1OC(=O)c1ccc(Cl)cc1,2,-3,-4,-1,5,-12,7,-2,-4
CCC1(c2ccccc2)NC(=O)N(CC(=O)Nc2cccnc2Cl)C1=O (configuration not stated),-3,-2,-1,0,4,.,-2,.,5
Cc1nnc(SCC(=O)Nc2cccc(S(=O)(=O)NC3=NCCCCC3)c2)n1Cc1ccccc1,-3,1,-1,0,-1,-0.7,0,0,-7
Cc1ccccc1C(=O)NCc1nnc(SCC(=O)N2c3ccccc3Sc3ccccc32)n1C,3,1,4,4,2,-0.2,-2,-1,0
O=S(=O)(c1ccc2nc(N3CCN(c4ccc(F)cc4)CC3)ccc2c1)N1CCCCC1,11,-3,4,4,1,-1.0,2,-3,-2
Cc1ccc(NC(=O)CCN2CCC(C(N)=O)CC2)cc1,-1,-2,-3,1,0,-0.4,2,4,1
COc1cccc(C(=O)OCC(=O)NCCNC(=O)COC(=O)c2cccc(OC)c2OC)c1OC,-5,-3,-11,-5,3,1.3,8,1,-2
CC(C)c1csc2nc3n(c(=O)c12)CCCCC3,-1,0,5,4,0,-7.6,1,4,4
CC(C)CNC(=O)c1ccccc1NC(=O)Nc1ccccc1,3,-2,6,-4,3,-0.5,8,-4,0
C/C(=N\NC(=O)c1cccnc1)c1cc(C)oc1C,6,-8,16,-1,2,2.4,45,0,-1
CC1CCCC(NC(=O)/C=C/c2c(F)cccc2Cl)C1C (configuration not stated),-1,-2,-1,3,1,0.0,3,1,2
CCCCNC(=O)[C@]1(C)CCC[C@@]2(C)C3CC[C@@]4(C)C[C@]3(CCC21)CC4=O (some centres not stated),1,1,1,2,-1,.,-3,.,1
CCOc1cc(/C=N/n2c(C)nc3ccccc3c2=O)ccc1O,5,-1,-3,8,-3,-2.9,-1,0,1
